# N370S GC – qHTS Assay for Inhibitors and Activators of N370S glucocerebrosidase as a Potential Chaperone Treatment of Gaucher Disease | Lysosomal acid glucosylceramidase (Homo sapiens), P04062 | N370S GC spleen homogenate, 4MU-glucoside fluorescence | Potency, µM (top dose mostly 59.4 µM), for inactives: at the top dose activity change, negative = inhibition, usual class: inhibitors | 330,000 compounds, 0.092% hits;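 note: 0% = full enzyme activity and -100% = no enzyme basal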
# GCN5L2 inh – qHTS Assay for Inhibitors of GCN5L2 | Histone acetyltransferase KAT2A (Homo sapiens), Q92830 | GCN5L2 HAT assay, ThioGlo1 CoA-SH fluorescence | Potency, µM (highest dose often 58.9 µM), without a hit: at the highest dose activity change, negative = inhibition, actives largely listed as inhibitors | 390,000 compounds, 0.21% hits | AID 504327, 2011
#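 GCN5L2 (20 nM) in 50mM HEPES pH 7.5, 0.1mM EDTA, 0.01% Tween-20 preincubated 15 min with compounds at room temperature. Reaction started with H3(1-25) 75uM, acetyl-CoA 70uM, ThioGlo1 50uM; CoA-thiol fluorescence (Ex340/Em540) read at 0 and 20 min.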
# FEN1 inh – qHTS Assay for the Inhibitors of Human Flap endonuclease 1 (FEN1); P39748; Recombinant FEN1 flap cleavage, fluorescence, 15 min; 390,000 compounds, 0.35% hits; Potency, µM (titrated, usually from 114 µM), inactives show at the highest dose activity change, negative = inhibition, most hits filed as inhibitors; note: nearly all actives have a fitted effect of over 65% in size
# Target sequence (P39748 whole entry, looked up): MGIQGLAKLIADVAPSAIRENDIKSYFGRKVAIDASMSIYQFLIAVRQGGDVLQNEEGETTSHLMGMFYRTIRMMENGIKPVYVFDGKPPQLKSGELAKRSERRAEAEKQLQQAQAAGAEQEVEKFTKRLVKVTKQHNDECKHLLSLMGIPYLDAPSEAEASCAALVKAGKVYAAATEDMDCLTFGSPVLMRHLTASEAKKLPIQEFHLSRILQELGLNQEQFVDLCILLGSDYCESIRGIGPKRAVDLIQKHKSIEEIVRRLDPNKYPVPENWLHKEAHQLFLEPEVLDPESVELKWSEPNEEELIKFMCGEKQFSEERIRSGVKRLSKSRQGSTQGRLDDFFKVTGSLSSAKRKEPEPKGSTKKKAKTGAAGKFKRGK
#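 Read-out was taken twice, immediately and after 15 min, following addition of 50 nM substrate to 10 nM FEN1 that had sat with test compound for 15 min at room temperature. Curves came from a four-parameter Hill model.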
# Numbers without * were called inactive; ? = inconclusive; / = no result given; & = joins results of further samples; [ ] = another dose, or the depositor's remark. Calls come from the whole dose curve; as a rule, active = well fitted curve in the direction sought with a large enough effect; inconclusive = small, poorly fitted or top-dose-only effect, or another doubt; inactive = no such curve, though single readings can be large; an effect the other way counts as inactive or inconclusive. Unless noted, % is set by controls: 0 for no effect and ±100 for the full control effect; potency is the fitted concentration of half-maximal effect.
# Each structure is followed by: N370S GC	GCN5L2 inh	FEN1 inh
C=CCn1c(=O)c2ccccc2n2c(SCC(=O)NCc3cccs3)nnc12
    6%	1%	8%
COc1ccc(CCNC(=O)C2CC3Cn4c(nc5cc(Cl)c(Cl)cc54)C3N2C)cc1 (stereo not drawn)
    7%	1%	-1%
O=C(c1ccc2c(c1)N(Cc1ccccc1)C(=O)c1ccccc1S2(=O)=O)N1CCN(Cc2ccccc2)CC1
    /	-10%	4%
COc1ccc(NC(=O)C2CCC(C(C)(C)C)CC2)cc1S(=O)(=O)N1CCOCC1 (stereo not drawn)
    /	-6%	-12%
C=CCc1c(N(CC)CC)nc(C)[nH]c1=O
    -3%	4%	2%
CCCCCCOC1(c2ccccc2)OC(=O)c2ccccc21 (stereo not drawn)
    14%	0%	-2%
CCOCCN1CCN(c2c(C)c(C)nc3cc(-c4cc(OC)cc(OC)c4)nn23)CC1
    /	-2%	-31%
O=C(CN1CCN(c2ccccc2F)CC1)NC(=O)NCc1ccccc1
    -3%	-2%	-11%
COc1ccc(NC(=O)CSc2nc3nc(C)c(Cc4ccccc4Cl)c(C)n3n2)cc1OC
    /	-5%	-23%
Cc1ccc(C)c(NC(=S)NNC(=O)c2csc3c2CCC(C)C3)c1 (stereo not drawn)
    9%	-9%	0%
COc1cc(C=O)ccc1OCc1ccncc1
    -3%	-3%	16%
COc1cccc(NC(=O)NNC(=O)C(C)Oc2ccc3ccccc3c2)c1 (stereo not drawn)
    -3%	-5%	-12%
Cc1ccc(-n2ncc3c(NNC(=O)Cc4ccccc4)ncnc32)cc1
    ?	-4%	4%
O=S1(=O)N=C(N2CCN(Cc3ccccc3)CC2)c2ccccc21
    -24%[2.35 µM]	-5%	8%
COc1ccc(Nc2nnc(SC(C(=O)Nc3ccc(OC)c(Cl)c3)c3ccccc3)s2)cc1 (stereo not drawn)
    5%	-7%	-1%
CCOc1ccc(CCNC(=O)CS(=O)Cc2nc(-c3ccc(OC)c(OC)c3)oc2C)cc1OCC (stereo not drawn)
    3%	-7%	1%
C=CCNC(=O)COC(=O)c1ccc(Sc2nncn2C)c([N+](=O)[O-])c1
    3%	-1%	7%
Cc1[nH]nc2c1C(c1ccoc1)C(C#N)=C(N)O2 (stereo not drawn)
    1%	-4%	-6%
CN(C#N)c1nccc(-c2cccs2)n1
    1%	-3%	17%
CCN(c1ccccc1)S(=O)(=O)c1ccc(F)c(C(=O)O)c1
    -4%	0%	12%
Cc1ccc(NC(=O)CN2C(=O)c3ccccc3C2=O)cc1
    3%	0%	5%
CC1Cc2ccccc2N1C(=O)C1CCCN(S(=O)(=O)c2cccc3cccnc23)C1 (stereo not drawn)
    8%	-2%	-21%
CCn1c(=O)c2sccc2n(CC(=O)NC2CCCC2)c1=O
    -6%	-6%	2%
CCCCCCSc1cc(-c2nc3cc(C)ccn3c2NCCCC)ccc1OC
    -14%	-12%	-35%
CSCC[C@H](NC(=O)N1CCn2c1nc1ccccc12)C(=O)NCC1CCCO1 (stereo partly drawn)
    0%	-1%	-6%
O=[N+]([O-])c1cccc(-c2cnc3ccccc3n2)c1
    7%	0%	-14%
COC(=O)CCCCC1SCC(NC(=O)c2ccccc2)C1OC(C)=O (stereo not drawn)
    0%	-3%	-19%
CSc1ccccc1C(=O)NC1CCCCC1
    2%	-4%	7%
Cc1ccc(C(C)C)c(OCC(=O)NCC2(N(C)C)CCCCC2)c1
    /	-5%	10%
COc1ccc(-c2csc(Nc3cc(C)ccn3)n2)cc1C
    -5%	?	3%

# Results in GCN5L2 inh and N370S GC (6 entries from above):
smiles	GCN5L2 inh	N370S GC
CCN(c1ccccc1)S(=O)(=O)c1ccc(F)c(C(=O)O)c1	0%	-4%
Cc1ccc(NC(=O)CN2C(=O)c3ccccc3C2=O)cc1	0%	3%
CC1Cc2ccccc2N1C(=O)C1CCCN(S(=O)(=O)c2cccc3cccnc23)C1 (stereo not drawn)	-2%	8%
CCn1c(=O)c2sccc2n(CC(=O)NC2CCCC2)c1=O	-6%	-6%
CCCCCCSc1cc(-c2nc3cc(C)ccn3c2NCCCC)ccc1OC	-12%	-14%
CSCC[C@H](NC(=O)N1CCn2c1nc1ccccc12)C(=O)NCC1CCCO1 (stereo partly drawn)	-1%	0%

# Given with the structure last: entries from further up
N370S GC | GCN5L2 inh | FEN1 inh | SMILES
1% | -3% | 17% | CN(C#N)c1nccc(-c2cccs2)n1
3% | -7% | 1% | CCOc1ccc(CCNC(=O)CS(=O)Cc2nc(-c3ccc(OC)c(OC)c3)oc2C)cc1OCC (stereo not drawn)
-24%[2.35 µM] | -5% | 8% | O=S1(=O)N=C(N2CCN(Cc3ccccc3)CC2)c2ccccc21

# (continued)
# Each structure is followed by: N370S GC	GCN5L2 inh	FEN1 inh
CSc1nnc(CSc2cc(C)nc(N(C)C)n2)o1
    5%	-2%	-3%
CN1C(=O)C(CC(=O)Nc2ccccc2F)N(NC(=O)c2ccc(Br)cc2)C1=S (stereo not drawn)
    -2%	0%	21%
C(=N\N1CCOCC1)/c1cn(-c2ccccc2)nc1-c1ccccc1
    -16%	-24%	-16%
COc1cccc(-c2nn3c(-c4cccc(C)c4)nnc3s2)c1
    ?	-15%	-11%
Cc1ccc2[nH]c3c(NCCCN4CCCC4=O)ncnc3c2c1
    -11%	0%	-22%
S=c1[nH]nc(-c2ccco2)n1-c1ccc(Cl)cc1
    -2%	1%	-3%
O=C(NCc1ccccc1CN1CCCC1)c1ccc(Cl)c(S(=O)(=O)N2CCCC2)c1
    -10%	-4%	-4%
CC1CCC(C(C)C)C(OC(=O)C[n+]2cc(-c3ccc(Cl)cc3)n3c2CCC3)C1 (stereo not drawn)
    -14%	0%	-1%
COCCNc1nc(SCC(=O)N2CCN(c3ccccc3OC)CC2)nc2ccccc12
    3%	-5%	-10%
CC1=C(C(N)=O)C(c2ccc3c(c2)OCO3)n2nc(-c3cccc(C)c3)nc2N1 (stereo not drawn)
    -25%	-10%	-2%
CCOC(=O)Cc1csc(NC(=O)CCSc2ccccc2)n1
    -4%	-5%	12%
CCCc1cc(=O)[nH]c2nnc(SCC(=O)Nc3ccc4c(c3)OCCO4)n12
    -18%	2%	0%
CC(Oc1ccc(Cl)cc1Cl)C(=O)NCCCCc1ccccc1 (stereo not drawn)
    7%	-9%	-9%
CC1=CC(C)(C)N(C(=O)CSc2nnc(-c3ccccc3)o2)c2ccc(C)cc21
    ?	/	2%
COc1ccc(-c2ccc(SCC(=O)NCc3ccco3)nn2)cc1
    -1%	-5%	-8%
CCc1ccc2c(-c3cccc(Cl)c3)nc(=O)n(CC)c2n1
    4%	-17%&-10%	/
COCc1c(C(=O)OCc2nc(N)nc(Nc3ccccc3C)n2)oc2ccccc12
    -4%	0%	-23%
O=C(Cn1nc(C(F)(F)F)c2c1CCCC2)Nc1ccc2c(c1)OCO2
    7%	?	2%
COc1cccc(/C=N/Nc2ncnc(N)c2[N+](=O)[O-])c1OC
    22%	-1%	-2%
COc1ccc(CNC(=O)CN2C(=O)NC3(CCCCCC3)C2=O)cc1OC
    -4%	-7%	-8%
Cc1ccc2nc(C)c3c(c2c1)N(c1ccccc1)CC3
    4%	-9%	-24%
O=C(C(NS(=O)(=O)c1cccc2nsnc12)c1ccccc1)N1CCN(c2ccccc2)CC1 (stereo not drawn)
    1%	-10%	12%
COc1cccc2c(=O)c3ccccc3oc12
    4%&6%	-6%&-6%	-21%&-9%
O=C(NCc1ccco1)c1cc(-c2cccc(Cl)c2)on1
    14%	3%	-5%
COc1ccc(CN2C(=O)c3cccnc3C2=O)cc1S(=O)(=O)N1CCOc2ccccc21
    8%	-3%	-25%
CSc1ccc(CCNC(=O)c2ccc3c(c2)c(C)c(C)n3Cc2ccc(F)cc2)cc1
    /	-22%	8%
Cc1nn(-c2ccccc2)c(C)c1/C=N/NC(=O)c1cc(O)cc(O)c1
    -19%	-2%	-18%
CN(C)CCNC(C(=O)Nc1cccc(S(=O)(=O)N2CCOCC2)c1)c1ccccc1 (stereo not drawn)
    /	0%	3%
COc1ccc(-c2cc3nnc(-c4ccccc4)nc3s2)cc1
    12%	-11%	-1%
CCOC(=O)c1ccc(N2C(=O)CC(SCC(=O)Nc3ccc(S(N)(=O)=O)cc3)C2=O)cc1 (stereo not drawn)
    2%	2%	2%
O=C(c1ccco1)N1CCC[C@@]2(CCN(c3ccncc3)C2)C1
    -1%	10%	/
Cc1nnc(NC(=O)C2CC(=O)N(c3ccccc3)C2)s1 (stereo not drawn)
    -17%	0%	3%
N#CC(c1nc2ccccc2nc1N1CCCC1)S(=O)(=O)c1cccs1 (stereo not drawn)
    4%	-8%	-14%
COc1ccc(/C=N/NC(=O)c2ccc(Cn3cc([N+](=O)[O-])cn3)o2)c(OC)c1C
    7%	-6%	?
COc1ccc2oc(C(=O)NCC(c3ccco3)N(C)C)c(C)c2c1 (stereo not drawn)
    -2%	-1%	4%
COC(=O)c1nnn(CC(=O)NC(=O)Nc2cccc(C)c2C)c1C(=O)OC
    ?	4%&-6%	5%&0%
CNC(=O)CC12CC3CC(CC(C3)C1)C2
    -1%	0%	-17%
Cc1ccsc1/C=N/N1CCOCC1
    -3%	-6%	-2%
Cc1ccc(S(=O)(=O)Nc2nc3ccccc3s2)cc1[N+](=O)[O-]
    7%	6%	-5%
COC(=O)[C@]1(Cc2ccccc2)N[C@H](c2ccc(-c3cccc(Cl)c3)cc2)[C@@H]2C(=O)N(C)C(=O)[C@@H]21
    -7%	-19%	-24%
Oc1cccc2ccc(/C=C/c3c(F)cccc3Cl)nc12
    7%	-7%	-5%
NS(=O)(=O)c1ccc(NC(=O)C2COc3ccccc3O2)cc1 (stereo not drawn)
    -18%	-3%	0%
CCc1ccc(CNC(=O)CCN2C(=O)COc3ccccc32)cc1
    /	4%	1%
O=C1N(Cc2ccccc2F)c2ccccc2C12OCCCO2
    ?	1%	3%
CSCCC(NC(=O)c1cc(S(=O)(=O)N2CCOCC2)ccc1F)c1nc2ccccc2[nH]1 (stereo not drawn)
    /	-5%	-1%
O=C(/C=C/c1ccccc1)N/C(=C\c1ccco1)C(=O)O
    3%	0%	-6%
Cc1ccnc(NC(=O)CCNC(=O)c2ccc(Cl)cc2)c1
    -7%	-2%	14%
Cc1ccc(C)n1-c1cccc(N)c1
    12%	-1%	/
CCn1c(=NC(=O)CSC(C)=O)sc2cc(OC)ccc21
    -10%	-3%	-13%
CCN(CC)C(=O)C1=C(C)Nc2nc3ccccc3n2C1c1ccccc1F (stereo not drawn)
    /	-1%	-5%
Cc1ccc(N2CC(C(=O)Nc3nnc(SCCN4CCOCC4)s3)CC2=O)cc1C (stereo not drawn)
    2%	?	-2%
CCN(CC)S(=O)(=O)c1ccc(Oc2ccccc2)cc1
    3%	-24%	-20%
CC1CCC(NCc2ccco2)CC1 (stereo not drawn)
    0%	-4%	0%
COc1ccc(C(=O)COC(=O)c2cc(=O)c3ccccc3o2)cc1
    /	-7%	14%
O=C(/C=C/c1ccco1)NC(=S)Nc1nc(-c2ccc3ccccc3c2)cs1
    0%	-10%	-3%
CCN1C(=O)N[C@@H](CCc2ccccc2)[C@@H](C(=O)OC)[C@H]1C
    8%[12.8 µM]	21%	-8%
CN(Cc1ccc(-n2cccn2)cc1)C(=O)c1cnn2c1NC(c1ccco1)CC2C(F)(F)F (stereo not drawn)
    3%	-1%	-15%
O=C(CNC(=O)N1CC(=O)Nc2ccccc21)Nc1nccs1
    5%	?	-10%
COc1cccc(OC)c1C(=O)NCCN1CCN(C(=O)c2c(OC)cccc2OC)CC1
    5%	-9%	5%
CC(=O)c1ccc(Nc2cc(C)nc3c(C)cccc23)cc1
    15%	-18%	?

# The results go on:
# Each structure is followed by: N370S GC	GCN5L2 inh	FEN1 inh
Cc1cc(NC(=O)CSc2nnc(-c3ccco3)n2CC2CCCO2)no1 (stereo not drawn)
    -7%	4%	0%
CCCCN(C(=O)c1ccc(Cl)c(S(=O)(=O)N2CCOCC2)c1)c1c(N)n(CCC)c(=O)[nH]c1=O
    -18%	32%[activator]	2%
Cc1cc(C(=O)NCCc2ccc(Cl)cc2)n(-c2ccccc2)n1
    -2%	-11%	-2%
COc1ccc(C(CNC(=O)c2cccnc2SC)N2CCOCC2)cc1 (stereo not drawn)
    4%[2.35 µM]	-6%	-4%
Cc1ccc(S(=O)(=O)NCCc2cn3ccsc3n2)c(C)c1
    /	0%	2%
CCCn1c(=O)c2[nH]c(-c3ccc(OCC(=O)Nc4ccc(C#N)cc4)cc3)nc2n(CCC)c1=O
    -9%&-5%&1%	-11%	-1%
C/C(=N\NC(=O)c1cc(-c2ccccc2C)nc2ccccc12)c1cccnc1
    -11%	-3%	2%

# Screens as filed in PubChem.
